M4 ag: agonists of human muscarinic M4 receptor (CHRM4); P08173; CHO-K1 hM4/Gqi5, Fluo-8 calcium fluorescence; vehicle 0%, full acetylcholine response 100%; activation, % at 3 µM; actives 0.14% (n = 360,000); AID 624127;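 active means activation above the run mean over all test wells plus 3 SD, cut at about 32% in these data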;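 further: peak over basal fluorescence ratio per well then scaled between controls; 0% = DMSO wells and 100% = acetylcholine at EC100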
M5 PAM: CHRM5 positive allosteric modulation; P08912; CHO-K1 hM5, Fluo-8 calcium, ACh EC20 PAM; 0% = ACh EC20, 100% = ACh EC100; activation, % at 3 µM; actives 0.3% (n = 360,000); AID 624038;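 active means activation above the run cutoff, the mean activation of all test compounds plus 3 SD, cut at about 18% in these data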
Target sequence (P08912 whole entry, looked up): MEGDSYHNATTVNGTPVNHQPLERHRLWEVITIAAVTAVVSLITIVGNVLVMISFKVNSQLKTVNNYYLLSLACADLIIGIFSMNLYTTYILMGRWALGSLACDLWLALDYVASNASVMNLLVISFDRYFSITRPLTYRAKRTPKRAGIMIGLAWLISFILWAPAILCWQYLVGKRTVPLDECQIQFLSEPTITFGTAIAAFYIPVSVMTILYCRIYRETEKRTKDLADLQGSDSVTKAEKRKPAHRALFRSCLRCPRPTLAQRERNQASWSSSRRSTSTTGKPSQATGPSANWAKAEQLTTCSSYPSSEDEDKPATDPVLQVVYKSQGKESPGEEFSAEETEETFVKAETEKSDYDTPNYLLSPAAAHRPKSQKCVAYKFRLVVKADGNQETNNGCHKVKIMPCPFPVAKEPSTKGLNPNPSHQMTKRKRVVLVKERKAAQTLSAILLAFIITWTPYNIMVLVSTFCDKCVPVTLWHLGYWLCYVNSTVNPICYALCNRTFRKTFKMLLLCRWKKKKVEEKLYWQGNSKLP
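Assay system: CHO-K1 hM5 cells. Also added: acetylcholine at EC20 concentration, added after compound. Dosing: 3 µM, single dose. Times: compound preincubation 140 s before EC20 acetylcholine addition. Signal: Fluo-8 calcium fluorescence. Measure: % activation relative to EC20 and EC100 ACh responses. Repeats: singlicate, one well per test compound.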
CHRM5 agonist: CHRM5 agonism in calcium assay | AID 624037 | actives 0.19% (n = 360,000) | CHO-K1 hM5 cells, Fluo-8 calcium fluorescence; 0% DMSO wells, 100% maximal acetylcholine response | P08912 | activation, % at 3 µM;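 active means activation above the run's mean over test compounds plus 3 SD, cut at about 23% in these data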;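 further: signal is peak over basal fluorescence ratio across the kinetic read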
CRFR2-BP antag: blocks CRF-induced signaling of the CRF-BP/CRF-R2 complex | inhibition, % at 11.8 µM | HEK293 CRF-R2/CRF-BP, CRF-induced calcium fluorescence | actives 0.59% (n = 350,000);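 active means inhibition of the ligand-induced calcium signal above about 50% at the single tested concentration, limit read from the data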
M4 PAM: positive allosteric modulators of human muscarinic M4 receptor; P08173; CHO-K1 hM4/Gqi5, Fluo-8 calcium fluorescence, ACh EC20; 0% = ACh EC20, 100% = maximal ACh; activation, % at 3 µM; actives 0.4% (n = 360,000); AID 624126;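 active means activation above its plate's cutoff, the mean activation of sample wells plus 3 SD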; further: some results filed as inactive read as strong as hits
M1 PAM: positive allosteric modulators of human M1 muscarinic receptor | CHO-K1 hM1, Fluo-8 calcium fluorescence, ACh EC20; 0% = ACh EC20, 100% = maximal ACh | activation, % at 3 µM | actives 0.088% (n = 360,000) | AID 588819; in the data active means activation above about 19%, passing the limit was not always enough
Target sequence (P11229 whole entry, looked up): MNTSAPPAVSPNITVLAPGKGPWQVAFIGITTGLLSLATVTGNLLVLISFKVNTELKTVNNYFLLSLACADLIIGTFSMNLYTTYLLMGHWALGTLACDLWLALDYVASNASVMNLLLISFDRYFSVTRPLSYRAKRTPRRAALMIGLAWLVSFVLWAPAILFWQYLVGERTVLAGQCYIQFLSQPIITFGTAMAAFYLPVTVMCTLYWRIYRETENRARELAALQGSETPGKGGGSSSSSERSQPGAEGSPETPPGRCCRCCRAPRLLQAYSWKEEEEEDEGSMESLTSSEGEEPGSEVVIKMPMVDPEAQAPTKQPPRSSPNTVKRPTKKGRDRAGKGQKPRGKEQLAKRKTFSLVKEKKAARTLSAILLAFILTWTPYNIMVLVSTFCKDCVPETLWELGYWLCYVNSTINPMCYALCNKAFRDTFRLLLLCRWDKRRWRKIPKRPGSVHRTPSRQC
M5 antag: blocks acetylcholine activation of human M5 receptor | P08912 | CHO-hM5 cells, Fluo-8 calcium fluorescence, ACh EC80 | inhibition, % at 3 µM | actives 0.59% (n = 360,000) | AID 624040;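 active means inhibition above a per-plate cutoff, the mean of that plate's test compounds plus 3 SD, cut at about 27% in these data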;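 further: 0% = acetylcholine EC80 with DMSO and 100% = DMSO without agonist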
M4 antag: blocks acetylcholine activation of human M4 receptor; P08173; CHO-hM4 cells, ACh EC80, Fluo-8 calcium fluorescence; inhibition, % at 3 µM; actives 0.73% (n = 360,000);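 active means inhibition above its plate's cutoff, the mean inhibition of sample wells plus 3 SD, cut at about 27% in these data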;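 further: 0% = acetylcholine EC80 with DMSO and 100% = DMSO without agonist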
CRFBP-R2 agonist: CRF-BP/CRF-R2 complex agonism; HEK293 CRF-R2/CRF-BP, calcium dye fluorescence (FLIPR); percent of saturating CRF peptide response; activation, % at 13.2 µM; actives 0.46% (n = 350,000); AID 588473;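 active means activation of at least 50%, plus an integration ratio under a set limit after plate pattern correction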;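 further: plate controls were neutral control wells without compound for no effect and CRF at EC100 for full effect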
The depositor's hits bear a star; . = not tested or not shown.

M4 ag,M5 PAM,CHRM5 agonist,CRFR2-BP antag,M4 PAM,M1 PAM,M5 antag,M4 antag,CRFBP-R2 agonist,molecule
1,0,-1,6,7,9,1,-17,-0.3,Cc1ccc(NC(=O)N2CCCC2C(=O)Nc2ccc3c(c2)OCO3)cc1 (configuration not stated)
-1,-4,-4,9,5,-4,5,-5,5.3,CCN(CC)c1nc(Oc2ccc(C(=O)OC)cc2)nc(N2CCOCC2)n1
1,10,3,7,-1,0,-3,-2,-0.2,COC(=O)C1=C(C)NC(C)=C(C(=O)OC)C1C(=O)OCC(=O)Nc1ccc(C(C)=O)cc1
0,-1,-4,-42,5,1,-4,3,0.5,O=C(Cn1c(=O)n(Cc2ccco2)c(=O)c2ccccc21)NCC1CCCO1 (configuration not stated)
1,7,3,-19,-5,3,5,-3,-4.3,CSc1ncnc2[nH]ccc12
5,-7,5,-36,0,0,-6,-14,2.0,O=C(COC(=O)c1n[nH]c2ccccc12)Nc1ccc(Cl)cc1[N+](=O)[O-]
1,6,4,-20,4,2,-2,-3,-0.7,COC(=O)c1cc(NC(=O)c2ccc(OC)cc2)c(=O)oc1C
9,-3,3,-12,4,0,9,8,-0.5,O=C(COc1ccc(-c2ccccc2)cc1)N1CCN(C(=O)c2cccs2)CC1
0,-4,1,0,6,10,15,-3,-1.4,COc1ccc(OC)c(NC(=O)CSc2nc(=O)n(CCN3CCOCC3)c3c2CCCC3)c1
1,2,-5,-8,1,6,12,5,-0.5,CCCn1c(C)cc(=O)c2cc(NC(=O)c3cnccn3)ccc21
33*,-6,10,-61,-14,-3,5,0,58*,CCOc1cc(/C=C/C(=O)c2ccc(OC)c(CN3CCOCC3)c2)cc(Br)c1O
19,-18,0,32,-12,-17,21,-2,1.4,COc1ccc(CCNC(=O)CC(c2ccccc2)c2cccc(C)c2O)cc1OC (configuration not stated)
-1,5,-3,12,-4,-2,7,11,0.3,COc1ccc([C@]2(C(C)C)ON(c3ccccc3C(F)(F)F)C2=O)cc1
16,-6,4,20,-3,2,-4,-1,-0.4,Cc1ccc(S(=O)(=O)N(C)c2ccc(OCC(=O)Nc3ccc(S(C)(=O)=O)cc3)cc2)cc1
1,-4,-3,3,3,8,6,-2,-3.0,CC1=NN(c2ccccc2)C(=O)/C1=C\c1cc(C)n(C)c1C
11,-7,1,.,-7,.,0,8,.,CCOC(=O)[C@]12CCCC=C1N(Cc1ccco1)C(=O)[C@H](CC(=O)NCc1cccc3ccccc13)C2
1,-1,-2,10,-4,2,0,-4,-2.2,CN(CC1CCCCO1)C(=O)c1cc(COc2ccc(F)cc2Cl)on1 (configuration not stated)
0,6,-2,47,-6,14,8,10,-1.0,CC(C)CCC(C)NC(=O)C1CCN(S(=O)(=O)/C=C/c2ccccc2)CC1 (configuration not stated)
3,-1,-7,-11,-18,-31,-1,21,-0.2,CCCCOc1ccc(CN2CCCCC2)cc1
-1,-2,-4,-6,3,6,14,-7,2.0,CN(C)CCNc1nc2c(c(=O)[nH]c(=O)n2C)n1CCOc1ccccc1
3,1,-1,-24,7,8,5,11,1.1,N#C/C(=C\c1ccc(OC(F)F)cc1)C(=O)N1CCCCC1
2,3,1,-17,-6,7,-2,13,0.1,CCC(=O)N1CCN(c2ccc(NC(=O)c3cccs3)cc2)CC1
1,-3,-1,-8,-1,14,5,4,9.7,Cc1ccc2cc(C#N)c(SCC(=O)NNC(=O)Cc3ccccc3)nc2c1
0,2,0,29,3,2,0,-11,-2.0,CCOC(=O)N1CCN(C(=O)CSCc2ccc(Cl)cc2)CC1
0,2,-2,7,1,7,-6,-4,-0.1,COc1cccc(CNC(=O)C2=Cc3cccc(OC)c3OC2)c1
1,2,-2,16,-8,3,3,4,0.2,C=CCNC(=O)C1CCN(c2cnccn2)CC1
1,-6,-2,20,7,-7,5,4,-2.0,CCc1ccc(Nc2cnn(C34CC5CC(CC(CC(=O)O)(C5)C3)C4)c(=O)c2Cl)cc1
3,-7,-1,5,6,-3,-2,-17,0.6,O=C(Cn1c(/C=C/c2ccccc2)nc2ccccc21)Nc1ccc(F)cc1
1,1,-2,21,0,6,2,6,-1.1,Cc1ccc(-c2nnc(SCC(=O)NC(=O)Nc3ccc(C)cc3C)n2N)cc1
0,9,-2,-20,1,24,7,-6,0.3,Cc1ccc(C)c(SCC(=O)Nc2ccc(S(=O)(=O)Nc3ncccn3)cc2)c1

2 records drawn at random from the list so far, as already listed:
M4 ag,M5 PAM,CHRM5 agonist,CRFR2-BP antag,M4 PAM,M1 PAM,M5 antag,M4 antag,CRFBP-R2 agonist,molecule
1,2,-5,-8,1,6,12,5,-0.5,CCCn1c(C)cc(=O)c2cc(NC(=O)c3cnccn3)ccc21
0,6,-2,47,-6,14,8,10,-1.0,CC(C)CCC(C)NC(=O)C1CCN(S(=O)(=O)/C=C/c2ccccc2)CC1 (configuration not stated)

An excerpt of these results, with bars between the fields:
SMILES | M4 ag | M5 PAM | CHRM5 agonist | CRFR2-BP antag | M4 PAM | M1 PAM | M5 antag | M4 antag | CRFBP-R2 agonist
O=C(Cn1c(=O)n(Cc2ccco2)c(=O)c2ccccc21)NCC1CCCO1 (configuration not stated) | 0 | -1 | -4 | -42 | 5 | 1 | -4 | 3 | 0.5
CSc1ncnc2[nH]ccc12 | 1 | 7 | 3 | -19 | -5 | 3 | 5 | -3 | -4.3
O=C(COC(=O)c1n[nH]c2ccccc12)Nc1ccc(Cl)cc1[N+](=O)[O-] | 5 | -7 | 5 | -36 | 0 | 0 | -6 | -14 | 2.0
COC(=O)c1cc(NC(=O)c2ccc(OC)cc2)c(=O)oc1C | 1 | 6 | 4 | -20 | 4 | 2 | -2 | -3 | -0.7
O=C(COc1ccc(-c2ccccc2)cc1)N1CCN(C(=O)c2cccs2)CC1 | 9 | -3 | 3 | -12 | 4 | 0 | 9 | 8 | -0.5
COc1ccc(OC)c(NC(=O)CSc2nc(=O)n(CCN3CCOCC3)c3c2CCCC3)c1 | 0 | -4 | 1 | 0 | 6 | 10 | 15 | -3 | -1.4
CCCn1c(C)cc(=O)c2cc(NC(=O)c3cnccn3)ccc21 | 1 | 2 | -5 | -8 | 1 | 6 | 12 | 5 | -0.5
CCOc1cc(/C=C/C(=O)c2ccc(OC)c(CN3CCOCC3)c2)cc(Br)c1O | 33* | -6 | 10 | -61 | -14 | -3 | 5 | 0 | 58*
COc1ccc(CCNC(=O)CC(c2ccccc2)c2cccc(C)c2O)cc1OC (configuration not stated) | 19 | -18 | 0 | 32 | -12 | -17 | 21 | -2 | 1.4
COc1ccc([C@]2(C(C)C)ON(c3ccccc3C(F)(F)F)C2=O)cc1 | -1 | 5 | -3 | 12 | -4 | -2 | 7 | 11 | 0.3
Cc1ccc(S(=O)(=O)N(C)c2ccc(OCC(=O)Nc3ccc(S(C)(=O)=O)cc3)cc2)cc1 | 16 | -6 | 4 | 20 | -3 | 2 | -4 | -1 | -0.4
CC1=NN(c2ccccc2)C(=O)/C1=C\c1cc(C)n(C)c1C | 1 | -4 | -3 | 3 | 3 | 8 | 6 | -2 | -3.0
CCOC(=O)[C@]12CCCC=C1N(Cc1ccco1)C(=O)[C@H](CC(=O)NCc1cccc3ccccc13)C2 | 11 | -7 | 1 | . | -7 | . | 0 | 8 | .

(next part)
M4 ag,M5 PAM,CHRM5 agonist,CRFR2-BP antag,M4 PAM,M1 PAM,M5 antag,M4 antag,CRFBP-R2 agonist,molecule
1,0,-1,4,-2,10,5,-2,-0.6,Cc1ccc2cc(S(=O)(=O)NCCCC(=O)O)ccc2c1
2,-4,2,3,3,7,2,-6,-0.8,O=C(CN1c2cccc3cccc(c23)S1(=O)=O)N1CCN(c2ccccc2)CC1
1,-4,-5,-6,25,4,20,12,-0.6,Cc1ccc(C)c(OCc2nnc(N)s2)c1
10,-4,2,-23,-2,4,11,-2,0.7,CCNc1nc(SC(C)C(=O)Nc2ccccc2)nc(N(C)C)n1 (configuration not stated)
0,-1,-5,0,1,11,11,2,-2.1,N#Cc1c(N)n(-c2ccccc2)c(=O)c2cc([N+](=O)[O-])ccc12
1,10,1,0,8,7,-4,11,0.1,C/C(CCc1oc2c(Br)cc(Br)cc2c1-c1ccc(C)o1)=N\O
4,-2,4,.,-4,1,-1,2,.,Cn1nccc1-c1coc2c(C(=O)NCC3CCOCC3)cccc12
-1,-1,-4,-30,2,9,-1,-6,-2.1,CCOc1ccccc1/C=N/Nc1ccc(Cl)nn1
-1,2,1,-5,0,-1,-13,-14,4.4,CCc1ccc(/C=C/C(=O)C2C(=O)c3ccccc3C2=O)cc1
0,-1,-2,-3,-23,-1,12,11,-0.8,O=C(NNc1cc(Cl)cc(Cl)c1)C1CCC1
1,1,0,39,-1,4,8,7,-1.0,COc1ccc(NC(=S)N2c3ccccc3CC2C)cc1OC (configuration not stated)
0,2,-1,12,8,11,5,1,0.3,O=C(NCC1(c2ccccc2)CCCC1)C(=O)N1CCOCC1
1,-4,-4,27,-1,10,8,10,0.3,O=C(NC(=S)Nc1ccc(Cl)c(C(=O)O)c1)c1cccc(COc2ccccc2)c1
1,1,-3,-10,7,1,2,-7,-0.9,CC(=O)c1cccc(NC(=O)CC2S/C(=N/N=C/c3cccs3)NC2=O)c1 (configuration not stated)
1,3,-2,-22,17,12,6,-10,-4.7,O=C(Cc1ccccc1)Nc1ccc(N2CCCCC2)cc1
1,-4,-3,11,1,-5,10,3,0.1,O=[N+]([O-])/C(=C\Nc1ccc(F)cc1F)S(=O)(=O)c1ccccc1
1,-3,-5,-5,-5,8,-11,3,1.3,CC(=O)C1=C(O)C(=O)N(CCc2c[nH]c3ccccc23)C1c1ccco1 (configuration not stated)
-1,0,4,33,18*,17,-5,-7,3.0,O=C(Nc1ccccc1C(=O)O)c1cccc(NC(=O)c2ccc(Br)o2)c1
1,1,-3,-14,4,11,16,-15,-1.1,CCOC(=O)c1cnc(N)nc1-c1ccccc1
1,12,0,4,19*,14,-5,0,3.1,O=C(Cn1ncc2c([nH]c3ccccc32)c1=O)NCCc1ccccc1
2,-11,-2,-4,0,-1,0,-5,-1.5,O=C(N1CCN=C1SCc1cccnc1)C12CC3CC(CC(C3)C1)C2
7,-5,3,2,-1,-10,3,10,-0.2,Cc1nn(-c2ccccc2)nc1C(=O)Nc1cccc(C(=O)NC2CC2)c1
1,-2,-3,22,1,10,-3,3,-4.6,COc1cccc(-c2ccc(C#N)c(OC(=O)c3ccc(Cl)cc3)n2)c1
2,1,-5,7,-13,-19,-2,5,1.1,CC(=O)Nc1ccc(SCCC2CCCCN2C)cc1 (configuration not stated)
-1,-2,2,2,4,7,2,-2,-0.7,CC[C@]12C(=O)N(C)C[C@H]([C@@H]3C(=O)N(C)C(=O)[C@@H]31)N2C(=O)c1ccc(F)cc1
0,-2,0,3,5,2,0,-4,-3.2,Cc1ccc2c(c1)N(C(=O)CCC(=O)NCCCN1CCN(C)CC1)CC(C)O2 (configuration not stated)
1,-1,-6,-2,3,3,-5,-15,3.4,CCOc1ccccc1C(=O)N1CCN=C1SCc1cccnc1
9,-8,6,15,-6,10,-2,13,-1.2,Cn1cc(C(=O)c2ccc(Cl)cc2Cl)cc1C(=O)N/N=C(\N)COc1ccccc1
4,-5,0,1,2,4,4,0,-0.6,CCc1cccc(Nc2c3c(nc4ncnn24)CCC3)c1

Screens from PubChem.
